Bioassay records from PubChem BioAssay.
sdo1 growth = growth rescue of sdo1-depleted yeast, primary screen, S. cerevisiae, bone marrow failure model; S. cerevisiae sdo1-depleted JHY4D growth rescue, OD600 30 h; active compounds read high; pdr5 snq2 efflux-pump mutant strain; z-score at 10 µM; actives 0.21% (n = 140,000);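 active means z-score above 3 at both the 24 hr and the 30 hr optical density reads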;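 further: z-score against mean and SD of all compound wells on the same plate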
INS promoter inh = inhibitors of insulin promoter-driven GFP, primary screen, imaging, TRM-6 cells (human fetal islet line), eGFP reporter, cell count; reporter expression induced with tamoxifen; inhibition, % at 2 µM; actives 0.9% (n = 130,000);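 active means inhibition above the mean plus 3 SD, with well images judged a real hit on visual review, cut at about 60% in these data, passing the limit was not always enough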
sdo1 growth Rescue 24 h = also measured in sdo1 growth; calls as there; z-score; S. cerevisiae sdo1-depleted JHY4D growth rescue, OD600; measured here: growth rescue at 24 h;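 0 is the plate mean of compound wells and units are plate SD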
Active calls of the source: *; · = not tested or not shown; [ ] = remark or other dose. Not all compounds are listed; count on the stated rates, not on these rows.

Results follow in this order: sdo1 growth | sdo1 growth Rescue 24 h | INS promoter inh
(1) CCc1ccc(NC(=O)c2cc(C(C)C)on2)cc1
  -0.06 | 0.5 | 10
(2) O=C(NCc1ccccc1)c1ccc(CN2CCOCC2)cc1
  -0.09 | -0.24 | -7
(3) Cc1ccsc1C(C(=O)NC1CCCCC1)N(C(=O)Cc1cccs1)C1CC1 (stereo unspecified)
  -0.74 | -0.86 | -19
(4) Cc1ccc(COc2ccsc2C(=O)NN)cc1
  · | · | 20
(5) COc1cc(OC)c(OC)cc1/C=N/NC(=O)C[n+]1ccccc1
  0.71 | -0.04 | ·
(6) COc1ccc(-c2nc(N)n[nH]2)cc1
  0.18 | -0.23 | 14
(7) O=C(N/N=C/c1ccc2ccccc2c1)c1ccc(COc2ccc3c(c2)CCC3)o1
  -0.31 | 1.1 | 2
(8) COc1ccc(C2CC(c3ccc(C)cc3)Nc3nc(N)nn32)cc1 (stereo unspecified)
  0 | -0.23 | 18
(9) COc1ccc(CNC(=O)c2c(-c3cc(Cl)c(OC)c(Cl)c3)noc2C)cc1
  -0.55 | -0.23 | ·
(10) CCOc1cc(C2C(C(=O)N3CCCCC3)=C(C)NC3=C2C(=O)CCC3)cc(Br)c1O (stereo unspecified)
  0.01 | 0 | 14
(11) CC(C)C1N=C2c3ccccc3N=C(SCc3cc(=O)n4ccccc4n3)N2C1=O (stereo unspecified)
  · | · | 8
(12) Cc1nc(CN2CCN(C(=O)c3ccc(Br)cc3)CC2)cs1
  -0.32 | -0.72 | 36
(13) Cc1ccc2[nH]c3c(c2c1)CCCC3=O
  0.62 | 1 | 26
(14) CSc1ccc(/C=C(/NC(=O)c2ccccc2)C(=O)N2CCN(C)CC2)cc1
  · | · | 11
(15) CC(C)C[C@H](N)c1nnc(S(=O)(=O)Cc2ccc(F)cc2)o1
  -0.97 | -1.2 | ·
(16) COCCNC(=O)CS(=O)Cc1nc(-c2ccc(OC)cc2)oc1C (stereo unspecified)
  0.16 | 0.34 | ·
(17) O=C(COc1ccc(Cl)cc1)NC1CCSC1=O (stereo unspecified)
  -0.59 | 0.06 | 50
(18) COC(=O)Cn1ncc2c(C)n(Cc3ccccc3)c(C)c2c1=O
  0.07 | -0.66 | ·
(19) COc1ccc(NC(=O)CSCC(=O)NCCc2ccccn2)cc1
  · | · | -50
(20) Cc1cc(N2CCN(Cc3ccc4c(c3)OCO4)CC2)n2ncnc2n1
  -0.39 | -0.54 | -7
(21) CCN(CC)c1ccc(NC(=O)COC(=O)COc2ccccc2[N+](=O)[O-])cc1
  0.13 | 0.07 | ·
(22) CCc1nnc(NC(=O)c2cc(S(=O)(=O)N3CCOCC3)ccc2N2CCCCC2)s1
  · | · | 28
(23) CC(Oc1ccc(Cl)cc1Cl)C(=O)NC1CCSC1=O (stereo unspecified)
  -0.11 | 0.28 | -9
(24) CC1(C)C2CCC1(C)C(NC1=NCCC1)C2 (stereo unspecified)
  0.69 | 1.2 | 21
(25) COc1ccc(Cn2c(C)cc3c(c2=O)C(c2cccs2)C(C#N)=C(N)O3)cc1OC (stereo unspecified)
  -0.11 | 0.69 | 33
(26) NC(=O)C1(N2CCCCC2)CCN(C(=S)Nc2ccccc2)CC1
  0.15 | -0.36 | -32
(27) c1ccc(Cn2c(CNc3nc4ccccc4n3CCN3CCOCC3)nc3ccccc32)cc1
  -1.2 | 0.18 | -91
(28) COc1cc(OC)cc(-c2nnc(SCC(=O)N3CCCC3)o2)c1
  -0.74 | -1 | 32
(29) CN(C(=O)COC(=O)c1ccc(Cl)cc1N)C1CCS(=O)(=O)C1 (stereo unspecified)
  0.72 | 1.2 | 24
(30) NC(=O)c1ccsc1NC(=O)COC(=O)C1CCCN1C(=O)c1cccs1 (stereo unspecified)
  -0.95 | -0.55 | ·
(31) CCSc1nc2c(c(=O)[nH]1)C(c1cccs1)C(C(=O)OC)=C(C)N2 (stereo unspecified)
  0.2 | -1.2 | -12
(32) O=C(CC12CC3CC(CC(C3)C1)C2)NC(=S)N1CCCCC1
  -0.38 | -0.7 | ·
(33) O=C(Nc1ccc(N2CCOCC2)cc1)C1CCCN(S(=O)(=O)c2cccc(C(F)(F)F)c2)C1 (stereo unspecified)
  0.61 | 1.8 | 38
(34) COc1cccc(/C=N/Nc2ncnc(N)c2[N+](=O)[O-])c1OC
  0.41 | -0.34 | -9
(35) Cc1ccc(C(=O)c2c(NC(=O)c3cccnc3)sc3c2CCCC3)cc1
  -1.4 | -0.45 | ·
(36) Cc1cccc(-n2ncc3c(NCc4ccccn4)ncnc32)c1
  -0.5 | -0.01 | 21
(37) CCCn1c(=N)c(C(=O)NCC2CCCO2)cc2c(=O)n3cccc(C)c3nc21 (stereo unspecified)
  -0.03 | -0.45 | ·
(38) CCOc1cccc2sc(=NC(=O)c3ccc(S(=O)(=O)N4CCOCC4)cc3)n(C)c12
  -0.12 | 0.61 | ·
(39) COc1nc(Nc2ccc(C(C)C)cc2)nc(OC)n1
  -1.4 | -1.3 | 67
(40) CCn1c(COc2cccc(OC)c2)nnc1SCC(=O)Nc1ccccc1C(=O)OC
  -1.2 | -0.69 | -41

A draw from above in order of number of heavy atoms, descending:
Results follow in this order: sdo1 growth | sdo1 growth Rescue 24 h | INS promoter inh
(40) CCn1c(COc2cccc(OC)c2)nnc1SCC(=O)Nc1ccccc1C(=O)OC
  -1.2 | -0.69 | -41
(28) COc1cc(OC)cc(-c2nnc(SCC(=O)N3CCCC3)o2)c1
  -0.74 | -1 | 32
(34) COc1cccc(/C=N/Nc2ncnc(N)c2[N+](=O)[O-])c1OC
  0.41 | -0.34 | -9

Continued:
Results follow in this order: sdo1 growth | sdo1 growth Rescue 24 h | INS promoter inh
(41) O=C(OCc1cc([N+](=O)[O-])cc2c1OCOC2)c1ccccn1
  · | · | 21
(42) Cc1nn(-c2ccccc2)c(C)c1/C=C/C(=O)OC(C)C(=O)Nc1ncc(Cl)cc1Cl (stereo unspecified)
  -0.17 | 0.16 | 20
(43) CC(NC(=O)Cc1c(F)cccc1Cl)C1CCCO1 (stereo unspecified)
  -0.26 | -0.72 | 3
(44) OC(CNCCCCNCC(O)C(F)(F)F)C(F)(F)F (stereo unspecified)
  · | · | -5
(45) O=C(CCC(=O)OCc1ccc([N+](=O)[O-])cc1)Nc1ccc(F)cc1
  · | · | 38
(46) [O-]/C(=C(\C(=S)Nc1cccc2ccccc12)[n+]1cccc(CO)c1)c1ccc(Cl)s1
  · | · | 7
(47) COc1ccc(/C(C)=N/NC(=O)CCC(=O)Nc2ccc(Cl)cc2Cl)c(OC)c1
  5.6* | 5.6* | -17
(48) COCCn1cnc2c1c(=O)n(CC(=O)OCC#N)c(=O)n2Cc1ccccc1
  · | · | -42
(49) O=C(/C=C/c1ccco1)NCCCN1CCN(CCCNC(=O)/C=C/c2ccco2)CC1
  0.08 | -0.31 | -9
(50) Cn1c(SCC(=O)N2CCCc3ccccc32)nnc1-c1ccco1
  -0.04 | -0.51 | ·
(51) CC(C)n1c(NCc2nc3ccccc3n2C)nc2ccccc21
  -1.8 | -1.8 | 27
(52) COCCCn1c(SCc2nnc(-c3ccc(OC)c(OC)c3)o2)nnc1-c1ccncc1
  -0.09 | 0.13 | 38
(53) COc1ccc([C@@H]2[C@@H](C(=O)C(C)(C)C)N3N=Cc4ccccc4[C@@H]3C23C(=O)OC(C)(C)OC3=O)cc1OC
  0.04 | -0.17 | 67
(54) c1ccc(CCc2nn3c(C4COc5ccccc5O4)nnc3s2)cc1 (stereo unspecified)
  -1.3 | -0.92 | ·
(55) Brc1ccc(C2=CC(c3cccs3)n3ncnc3N2)cc1 (stereo unspecified)
  -0.61 | 0.1 | -11
(56) CCOC(=O)N1CCN(C(=O)CSCC(=O)Nc2nc(-c3ccc(-c4ccccc4)cc3)cs2)CC1
  -1.7 | -1.1 | ·
(57) Cc1cc(NC(=O)CSc2nnc(-c3ccco3)n2CC2CCCO2)no1 (stereo unspecified)
  0.43 | -0.11 | 3
(58) Cc1cccc2c1NC(C)CC2C (stereo unspecified)
  0.38 | 0.04 | 33
(59) Cc1sc(NC(=O)c2cccc([N+](=O)[O-])c2)c(C(N)=O)c1-c1ccc(C(C)(C)C)cc1
  -0.51 | 0.96 | 3
(60) CCOc1cc(C(=S)N2CCCCC2)ccc1OS(=O)(=O)c1ccc(Cl)cc1
  0.61 | 2.4 | 7

Part of the list above in another layout:
entry	Compound	sdo1 growth	sdo1 growth Rescue 24 h	INS promoter inh
54	c1ccc(CCc2nn3c(C4COc5ccccc5O4)nnc3s2)cc1 (stereo unspecified)	-1.3	-0.92	·
55	Brc1ccc(C2=CC(c3cccs3)n3ncnc3N2)cc1 (stereo unspecified)	-0.61	0.1	-11
56	CCOC(=O)N1CCN(C(=O)CSCC(=O)Nc2nc(-c3ccc(-c4ccccc4)cc3)cs2)CC1	-1.7	-1.1	·
57	Cc1cc(NC(=O)CSc2nnc(-c3ccco3)n2CC2CCCO2)no1 (stereo unspecified)	0.43	-0.11	3
58	Cc1cccc2c1NC(C)CC2C (stereo unspecified)	0.38	0.04	33
59	Cc1sc(NC(=O)c2cccc([N+](=O)[O-])c2)c(C(N)=O)c1-c1ccc(C(C)(C)C)cc1	-0.51	0.96	3
60	CCOc1cc(C(=S)N2CCCCC2)ccc1OS(=O)(=O)c1ccc(Cl)cc1	0.61	2.4	7

Other entries follow:
Results follow in this order: sdo1 growth | sdo1 growth Rescue 24 h | INS promoter inh
(61) COCc1nnc(NC(=O)c2ccc(Cl)cc2[N+](=O)[O-])s1
  0.06 | 0.05 | -32
(62) COC(=O)c1ccccc1NC(=O)Cn1cnc2c(cnn2-c2ccccc2)c1=O
  -0.51 | -0.54 | -86
(63) CCCN1C(=O)c2cc(C(=O)Nc3ccccc3CC)ccc2C1O (stereo unspecified)
  1.5 | 2.4 | ·
(64) COc1ccccc1OCCn1cc(/C=C(\C#N)C(=O)NCc2cccs2)c2ccccc21
  0.82 | 1.4 | 10
(65) COC(=O)c1ccc(COc2ccccc2/C=C(\C#N)C(=O)Nc2ccc(C)cc2C)cc1
  -1.6 | -0.77 | ·
(66) CC(=O)c1ccc(Oc2ccc(C(C)=O)cc2)cc1
  -0.19 | 0.13 | -45
(67) CCOC(=O)CC(NS(=O)(=O)c1ccc(NC(C)=O)cc1)c1ccc(OCC)cc1 (stereo unspecified)
  1.4 | 1.9 | -48
(68) Cc1cccc2sc(NC(=O)[C@@H]3CCCN3C(=O)c3cccs3)nc12
  0.73 | 1.5 | 21
(69) Cc1ccc(NC(=O)CN2C(=O)S/C(=C\C(=O)Nc3ccc(Cl)cc3)C2=O)cc1
  1.5 | 2 | 28
(70) NC(=O)Cc1ccc(C(=O)c2ccc(F)cc2)s1
  · | · | -18
(71) COc1cccc(NC(=O)CSc2c3c(nc4ccccc24)CCCC3)c1
  -1.9 | -1.7 | 25
(72) O=C(CCC(=O)Nc1ccccc1)N/N=C/c1ccco1
  -0.5[12.6 µM] | -0.74 | -3
(73) O=C(NCC(=O)N(c1cccnc1)C(C(=O)NC1CCCCC1)c1cccnc1)c1ccco1 (stereo unspecified)
  0.42 | -0.11 | 24
(74) Cc1cc(C)c(C(=O)CSc2nc3ccccc3c(=O)[nH]2)cc1C
  · | · | -25
(75) Cc1nnc(SC(C)C(=O)Nc2ccc3c(c2)OCCO3)s1 (stereo unspecified)
  0.58 | 1 | ·
(76) COc1cccc(-c2cc(C(=O)N3CCN(c4ncccn4)CC3)c3ccccc3n2)c1
  -1 | -0.6 | ·
(77) COc1cccc(N2C(=O)CC(N3CCC(c4nc5ccccc5[nH]4)CC3)C2=O)c1 (stereo unspecified)
  -0.22 | -0.72 | 73
(78) CCCC(=O)Nc1ccc(Cl)c(NC(=O)c2ccc(Br)o2)c1
  -1.4 | -0.78 | 6
(79) Cc1cccc(-c2nnc3sc(-c4ccccc4)nn23)c1
  -1.2 | -0.19 | ·
(80) C/C(=C\C(=O)c1ccc(Cl)cc1Cl)N(C)C
  · | · | -80
(81) CCCCN(C)CCNC(=O)c1c[nH]c2ccc(S(=O)(=O)N(CC)CC)cc2c1=O
  -0.07 | -0.35 | ·
(82) CCC(=O)NC(=S)Nc1ccc(NC(=S)NC(=O)c2ccccc2)cc1
  · | · | 29
(83) Cc1oc(-c2cccs2)nc1CS(=O)CC(=O)NCCc1ccccc1 (stereo unspecified)
  0.77 | 0.75 | ·
(84) C=CCn1c(Cc2csc(N)n2)nnc1SCC(=O)OCC
  -0.51 | -0.96 | 62
(85) CCCCN(C)S(=O)(=O)c1ccc(C(=O)N(CCN(C)C)c2nc3ccc(C)cc3s2)cc1
  · | · | 22
(86) CCC(C)NC(=O)c1cc2cc3ccc(OC)cc3nc2s1 (stereo unspecified)
  -1.6 | -1.2 | 3
(87) Cc1ccc(-c2c[n+](CC(=O)Nc3nc(-c4ccc(F)cc4)cs3)c3n2CCC3)cc1
  0.67 | 1.4 | ·
(88) c1ccc2sc(-c3ccc4c(c3)OCO4)nc2c1
  -1.4 | -1.7 | 42
(89) CC1S/C(=N/N=C2CCCCC2)NC1=O (stereo unspecified)
  1.9 | 0.62 | 13
(90) CCOc1cccc2sc(N(CCN(CC)CC)C(=O)c3ccc(S(=O)(=O)N4CCCCC4)cc3)nc12
  · | · | -25
(91) Cc1ccc2[nH]c(=O)c(CN(CC3CCCO3)C(=S)NCc3ccco3)cc2c1 (stereo unspecified)
  0.21 | 0.74 | -67
(92) Cc1nc(CSc2ccccc2)cc(=O)[nH]1
  · | · | 27
(93) COC(=O)/C(=C\Nc1ccccc1N)c1ncc(C(F)(F)F)cc1Cl
  -1.4 | -1.5 | -21
(94) Cc1ccc(Oc2nc(CN3CCOCC3)nc3sc4c(c23)CCC(C)C4)cc1 (stereo unspecified)
  -2 | -1.6 | ·
(95) CCOC(=O)NC(NCc1cccc(C(F)(F)F)c1)(C(F)(F)F)C(F)(F)F
  0.23 | -0.88 | ·
